# From PubChem
# eIF4E 4G PPI – eIF4E–eIF4G protein interaction inhibitors, primary screen, biochemical, uHTS, TR-FRET, eIF4GI fragment; TR-FRET eIF4E-eIF4GI(517-606) binding, 2 h; inhibition, % at 21.7 µM; 220,000 tested, 0.37% active;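 active = inhibition above about 30%, limit read from the data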;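 note: 0% = full FRET control wells and 100% = background wells lacking eIF4GI fragment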
# Rad51 HR inh – human RAD51 strand exchange inhibitors, primary screen, biochemical, fluorescence | hRad51 DNA strand exchange, fluorescence dequenching | DNA repair protein RAD51 homolog 1 (Homo sapiens), Q06609 | 200,000 tested, 0.085% active | inhibition, % at 10 µM;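 active = inhibition above 40% at the single screening dose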;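 note: 0% = DMSO control wells and 100% = blanks with heterologous ssDNA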
# Target sequence (Q06609 whole entry, looked up): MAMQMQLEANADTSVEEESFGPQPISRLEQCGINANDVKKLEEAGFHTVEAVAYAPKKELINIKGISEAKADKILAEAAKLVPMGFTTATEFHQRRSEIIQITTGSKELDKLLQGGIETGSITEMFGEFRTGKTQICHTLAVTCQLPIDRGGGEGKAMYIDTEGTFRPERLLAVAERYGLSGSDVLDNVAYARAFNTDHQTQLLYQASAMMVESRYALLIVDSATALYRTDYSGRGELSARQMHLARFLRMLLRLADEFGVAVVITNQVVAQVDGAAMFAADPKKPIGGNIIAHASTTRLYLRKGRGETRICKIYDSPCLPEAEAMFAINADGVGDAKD
#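 Material: hRad51 filaments on single-stranded DNA; Reagent: Donor/quencher-labelled 47-bp dsDNA substrate; Compound: 10 µM final, single point; Schedule: 37 °C 15-min filament assembly, 30-min compound preincubation, 15-min exchange; Technique: FRET fluorescence, excitation 485 nm, emission 520 nm; Benchmarks: control wells and blank wells on each plate.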
# PERK inhibitor – block of dimerizer-induced PERK translation repression, primary screen, PERK inhibitor project, CHO PERK-DD cells, SEAP luminescence, HTS; Eukaryotic translation initiation factor 2-alpha kinase 3 (Homo sapiens), Q9NZJ5; CHO PERK-DD fusion, SEAP luminescence translation reporter; inhibition, % at 5.6 µM; 220,000 tested, 0.17% active; AID 1416, 2008;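 active = inhibition above the mean inhibition of all tested compounds plus 3 SD, set separately per screening campaign, cut at about 2.9% in these data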;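 note: PERK kinase domain activated by AP20187 dimerizer at 100 nM; 0% = DMSO with dimerizer and 100% = rapamycin at 8.4 µM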
# EBV gp42 inh – Epstein-Barr virus gp42 inhibitors, primary screen, biochemical, uHTS, fluorescence polarization. Glycoprotein 42 (Epstein-Barr virus (strain AG876)), Q1HVG2. Fluorescence polarization binding assay, mP read-out. inhibition, % (tested at 21.74 µM). 220,000 tested, 0.42% active; in the data active = inhibition above about 50%
# Target sequence (Q1HVG2 whole entry, looked up): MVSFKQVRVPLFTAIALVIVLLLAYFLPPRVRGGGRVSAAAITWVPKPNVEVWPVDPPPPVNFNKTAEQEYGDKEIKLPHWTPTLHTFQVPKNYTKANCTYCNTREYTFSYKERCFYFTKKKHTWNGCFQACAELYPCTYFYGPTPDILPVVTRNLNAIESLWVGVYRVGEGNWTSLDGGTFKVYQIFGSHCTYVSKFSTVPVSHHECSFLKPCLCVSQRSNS
# Cl transport mod – KCC2 cotransporter modulators, thallium flux, primary screen, cell-based, HEK293 KCC2, FluoZin-2 fluorescence, MLSMR; KCC2 cells, thallium flux FluoZin-2 fluorescence; 190,000 tested, 2.2% active; B-score of Tl+ flux slope (higher = more flux/activation; lower = inhibition) at 10 µM;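 active = thallium flux slope and its plate-corrected score both differing from the plate sample mean at a set confidence after two filtering rounds, in either direction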;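 note: slope of fluorescence scaled to starting intensity during 10 to 20 s after thallium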
# MDM2 E3 inh – MDM2-luciferase reporter signal enhancers, primary screen, MDM2 E3 ligase inhibitor project, cell-based, luminescence, 1536-well; E3 ubiquitin-protein ligase Mdm2 (Homo sapiens), Q00987; cell-based MDM2 ubiquitination luciferase reporter, 2 h; 0 = plate control, 100 = twice control, blank-subtracted; signal enhancement, % at 5 µM; 210,000 tested, 0.11% active; AID 1230, 2008;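 active = signal enhancement of 30% or more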;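 note: luminescence tracks abundance of the self-degrading MDM2-luciferase fusion protein; higher signal means inhibition of MDM2 E3 ligase activity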
# Target sequence (Q00987 whole entry, looked up, the tested form may be a part): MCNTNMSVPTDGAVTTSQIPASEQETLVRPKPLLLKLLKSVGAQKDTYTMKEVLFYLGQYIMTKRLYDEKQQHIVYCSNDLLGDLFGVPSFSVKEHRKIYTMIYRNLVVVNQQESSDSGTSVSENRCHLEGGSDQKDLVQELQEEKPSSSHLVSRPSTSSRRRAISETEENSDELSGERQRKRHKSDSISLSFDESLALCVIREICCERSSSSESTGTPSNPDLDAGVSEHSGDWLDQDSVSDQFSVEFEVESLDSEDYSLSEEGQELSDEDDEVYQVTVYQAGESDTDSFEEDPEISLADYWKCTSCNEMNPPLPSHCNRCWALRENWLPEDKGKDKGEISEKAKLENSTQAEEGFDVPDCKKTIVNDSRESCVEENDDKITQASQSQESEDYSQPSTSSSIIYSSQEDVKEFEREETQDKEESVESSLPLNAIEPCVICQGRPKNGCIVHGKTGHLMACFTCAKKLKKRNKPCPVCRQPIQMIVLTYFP
#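 test system = mammalian cells stably expressing self-ubiquitinating, self-degrading MDM2 E3–luciferase fusion | quantity = 2000 cells/well | incubation = cell settling 4 h, compound treatment 2 h, both 37 °C | signal = luminescence with SteadyLite reagent, 15 min at room temperature | evaluation = % enhancement relative to plate controls after blank subtraction | benchmarks = plate controls and plate blanks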
# m-calpain inh – inhibitors of pig calpain II, primary screen, biochemical, fluorogenic peptide substrate, 1536-well. 220,000 tested, 0.37% active. AID 1236, 2008. inhibition, % at 16 µM. purified calpain II, 30 min;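 active = inhibition above about 50%, limit read from the data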
# L929 necroptosis – inhibitors of zVAD-triggered necroptosis, primary screen, L929 cells; AID 1377, 2008; 220,000 tested, 0.38% active; L929 zVAD necroptosis rescue, ATP luminescence, 24 h; with zVAD 60 µM; viability rescue, % at 10 µM;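 active = activation, scaled between plate controls, above about 75%, limit read from the data; inactive = activation under that limit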;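 note: 0% = zVAD with DMSO and 100% = DMSO alone without zVAD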
# TNF necrop inh – inhibitors of TNF-alpha triggered necroptosis, primary screen, cell-based, Jurkat FADD-/-, single concentration; 220,000 tested, 0.068% active; Jurkat FADD-/- TNF necroptosis rescue, ATP luminescence, 24 h; 0 = TNF only, 100 = no-TNF cells; activation (protection from cell death), % at 10 µM; AID 463075, 2010;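 active = activation, meaning protection from cell death, of at least 50% relative to plate controls; inactive = activation below 50%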;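 note: necroptosis triggered by 40 ng/mL TNF-alpha added together with compound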
# * marks the source's active call; other numbers are inactive results; i = inactive; nt = not tested or not shown; & = joins results of further samples; [ ] = remark or other dose.
SMILES,eIF4E 4G PPI,Rad51 HR inh,PERK inhibitor,EBV gp42 inh,Cl transport mod,MDM2 E3 inh,m-calpain inh,L929 necroptosis,TNF necrop inh
CC(C)(C)N1NC(=O)Nc2ccccc2C1=O,nt,2,1.0,1,nt,-14,22,0.0,0.5
CCC(=O)NC(c1cccs1)c1cc(Cl)c2cccnc2c1O (stereo unspecified),-2,nt,-0.7,1,0.35,-7,29,8.5,-13
O=C(Nc1ccccn1)Nc1cccs1,-2,-8,1.4,-3,0.014,-12,-5,3.9,0.3
CC(C)(C)C1CCc2onc(C(=O)NC3CCCC3)c2C1 (stereo unspecified),1,-4,-0.1,-22,0.67,-7,27,0.4,3.7
CCOc1ccc(OCC)c(NC(=O)Nc2ccc3c(c2)N(C)C(=O)CS3)c1,0,-4,-0.9,-7,-0.94,-9,3,-0.6,-7.7
CCC/C(=N\NC(=O)c1ccc(OC)c(OC)c1)c1ccccc1,4,-4,1.2,-10,-1.3,-5,11,7.8,0.1
COCC(=O)NCCc1nc2ccccc2[nH]1,2,1,0.4,-20,0.00066,-8,5,1.8,1.3
CC(C)c1ccccc1NC(=O)COC(=O)C1(C)CC1(Cl)Cl (stereo unspecified),-3,-6,0.1,-5,-1.4,-13,-8,1.8,1.0
CSc1ccccc1C(=O)C1CCCN(S(=O)(=O)N(C)C)C1 (stereo unspecified),-2,-1,-1.6,-7,2.6,-15,24,-1.3,-0.3
CC(C)c1nc2sc3c(c2c(=O)n1N)CC(C)(C)OC3,2,nt,0.0,0,0.015,1,-17,0.6,-1.1
O=[N+]([O-])c1c(C(Cl)Cl)nn(-c2ccc(Cl)cc2)c1N1CCCCC1,3[fluorescence artefact?],nt,0.1,-14,0.62,-7,14,nt,-6.1
c1cc(-c2nnc3n2CCC3)[nH]n1,7[fluorescence artefact?],7,-0.3,2,0.36,-6,15,0.3,-0.2
Clc1ccc(OCCCCN2CCc3ccccc3C2)cc1,-5,4,0.0,-12,0.34,-5,7,1.2,1.8
Cc1ccc(C)c(NC(=O)C2CCCN2C(=O)OC(C)(C)C)c1 (stereo unspecified),2,14,0.8,-7,-0.0057,-4,-26,-0.3,-2.1
O=C(COc1ccccc1)N1CCN(C(=O)c2ccc([N+](=O)[O-])cc2)CC1,1,-5,0.5,-5,0.22,-19,-36,1.8,0.6
CC(c1ccc(F)cc1)n1c(-c2ccc3ccccc3n2)n[nH]c1=S (stereo unspecified),-1,0,1.0,-9,nt,-25,23,-0.2,-1.6
COc1ccccc1Cc1noc(C(C)(C)NC(=O)c2ccccc2)n1,-1,-3,-0.2,-7,nt,-17,-24,-0.2,1.6
O=C(COc1ncnc2ccccc12)Nc1cccc(S(=O)(=O)N2CCOCC2)c1,2,2,0.0,-27,-0.095,-12,22,1.0,3.1
CCOC(=O)c1cc(CC)sc1NC(=O)CC1SC(N)=NC1=O (stereo unspecified),3,11,1.1,3,-1.6,-11,36,1.1,-1.8
COC(=O)CCC(=O)N1CCCC(CNS(=O)(=O)c2ccc(OC)cc2)C1 (stereo unspecified),4,6,1.3,-13,1.2,-14,-10,1.7,0.8
O=C(N[C@@H](Cc1ccc(O)cc1)C(=O)O)c1ccc(C(F)(F)F)cc1,5,2,0.6,-4,0.0065,nt,8,0.3,0.7
CCCCSc1nnc(-c2ccccc2N)c(=O)[nH]1,4,-3,2.0,-19,-1.2,0,-18,0.6,0.3
O=Cc1cn(CC(=O)N2CCc3ccccc32)c2ccccc12,1,-5,1.2,-8,-0.5,-8,-4,1.4,0.0
CCCc1nc(SCC(=O)c2ccccc2)c2c(=O)n(C)c(=O)n(C)c2n1,-3,-3,1.3,0,nt,-10,53*,-0.7,-6.0
CN(C(=O)/C=C/c1ccc([N+](=O)[O-])s1)c1ccccc1,4,-2,-0.5,-16,0.1,-7,34,6.5,-12
CCCCCC(=O)Nc1ccc(-c2cn3cccnc3n2)cc1,3,-10,0.0,-9,-0.92,5,i,0.0,0.9
CNC(=S)N1CCN(C(c2ccccc2)c2ccccc2)CC1,-1,-2,0.4,-2,-1.4,-92,23,-0.7,0.8
O=C(c1c[nH]c2ccccc12)N1CCN(Cc2ccccc2)CC1,0,-3,0.7,-14,-3,11,24,0.5,2.0
Cc1ccc(NS(=O)(=O)c2ccc(CCC(=O)NCc3ccccn3)cc2)cc1,-1,-7,2.1,-2,-1.6,-26,-19,-0.2,0.2
COc1ccc2c(c1)SCCC2=O,-4,7,0.5,-4,-0.34,-1,-37,-0.3,-2.3
COc1ccc(CNC(=O)c2cc(-c3ccco3)on2)cc1,-4,-8,0.0,-10,-0.24,-20,3,-0.1,-2.7
CN(C)[C@@H](CO)c1nnc([C@H](CCC(=O)O)NC(=O)C2CCNCC2)o1,-2,-5,1.2,-10,-1,nt,-15,-0.4,0.1
CN(c1ccccc1)S(=O)(=O)c1ccc(C(=O)OCC(=O)N2CCOCC2)cc1,3,5,0.5,-11,0.00034,6,-13,-0.2,-1.8
Cc1cccc(Nc2nnc(SCC(=O)Nc3cccnc3Cl)s2)c1,-3[fluorescence artefact?],15,0.5,-21,-1.8,8,19,-0.2,3.1
CC1CCc2sc3c(c2C1)c1ncnn1c(=O)n3CC(=O)c1ccc(Br)cc1 (stereo unspecified),nt,-1,0.9,nt,0.95,nt,nt,0.6,-0.4
CC(C)(C)c1ccc(-c2nc(O)c(CC(=O)O)s2)cc1,0,-14,0.5,-7,-0.22,-10,-33,0.2,-0.4
Cc1ccc(C)c(C(C)NC(=O)C2C3CCC(O3)C2C(=O)O)c1 (stereo unspecified),-2,1,-1.3,-5,0.17,-17,17,-0.1,-1.0
COc1ccc(CN2CCNC(=O)C2CC(=O)NCc2cccc(C)n2)c(OC)c1 (stereo unspecified),-5,-11,-1.4,5,-0.68,-48,17,1.0,0.9
CC(C)(C)Oc1ncc(Br)c(OC(C)(C)C)n1,5,8,0.4,-10,0.015,-17,-28,-0.2,-1.3
CC1CN(Cc2c(O)ccc3c2oc(=O)c2ccccc23)CC(C)O1 (stereo unspecified),4,1,0.2,-9,-1.6,nt,80*,0.0,-6.2
C/C(=N\NC(=O)CSc1nnc(C)s1)c1ccc(Cl)cc1,3[fluorescence artefact?],5,0.5,2,1.2,-14,20,1.1,1.2
CC1CCCN(C(=O)c2ccc3c(c2NCCO)C(=O)c2ccccc2C3=O)C1 (stereo unspecified),-17[fluorescence artefact?],-2,-1.4,3,-0.85,-10,-9,0.2,-5.2
O=C1C=C(Nc2ccc(Cl)cc2)CC(c2ccc(Cl)cc2)C1 (stereo unspecified),nt,5,-1.2,-9,-0.59,-5,-12,0.7,-5.8
CCN1C(=O)C(O)(C2COC(C)(C)CC2=O)c2ccccc21 (stereo unspecified),-7,0,-0.4,-32,-0.0071,6,-25,-0.3,-1.3
CCC(=O)c1ccc(SC(=O)N(C)C)cc1O,0,4,0.2,-15,nt,-3,1,-0.5,-1.4

# 3 compounds already listed, ordered by their value in MDM2 E3 inh, highest first.
Compound	MDM2 E3 inh
Cc1cccc(Nc2nnc(SCC(=O)Nc3cccnc3Cl)s2)c1	8
CC1CCCN(C(=O)c2ccc3c(c2NCCO)C(=O)c2ccccc2C3=O)C1 (stereo unspecified)	-10
C/C(=N\NC(=O)CSc1nnc(C)s1)c1ccc(Cl)cc1	-14

# Carrying on.
SMILES,eIF4E 4G PPI,Rad51 HR inh,PERK inhibitor,EBV gp42 inh,Cl transport mod,MDM2 E3 inh,m-calpain inh,L929 necroptosis,TNF necrop inh
Clc1ccccc1Cn1nnc2c(NCC3CC3)ncnc21,3,-6,0.0,-18,-0.52,-16,1,-0.3,-1.9
COc1ccc(C(CNC(=O)COc2ccc(Br)cc2F)N2CCCC2)cc1 (stereo unspecified),1,1,0.0,14,-0.017,-11,-24,-0.6,4.4
COC(=O)C1(C)CCc2cc(OC)ccc2C1=O (stereo unspecified),5,5,0.4,12,0.2,-5,13,0.7,0.7
CCn1c(COc2ccccc2C)nc2ccccc21,1[fluorescence artefact?],-8,0.3,6,-0.56,3,14,nt,2.3
O=C(CSc1nnc(-c2ccccc2F)n1C1CC1)Nc1ccc2[nH]c(=O)[nH]c2c1,0,6,-0.3,-3,-0.08,-9,-40,-0.2,-0.2
Clc1ccc(CN2CCCCCCC2)cc1,1,2,0.1,3,1,-86,13,-0.3,1.4
COC(=O)c1cc2oc3ccccc3c2n1Cc1ccccn1,-1,9,0.8,-3,-0.84,-6,1,-0.2,-3.5
Oc1c(C=C2N=c3ccccc3=N2)sc(=S)n1C1CCCCC1,-3&1[fluorescence artefact?],-8&-6,1.0&0.9,-24&-5,0.1&0.1,-17&-2,38&7,1.9&2.2,2.9&2.5
Cc1cccc(Nc2nc3c(s2)CCCC3)c1,-4,nt,0.8,-13,0.12,9,2,1.8,3.4
COc1ccc(OC)c(NC(=O)COC(=O)Cc2ccc(Br)cc2)c1,-1,-12,1.1,-13,-2.1,-3,30,0.1,0.8
COc1ccc(OC)c(CN(CCN2CCOCC2)C(=O)Nc2ccccc2)c1,-1[fluorescence artefact?],-3,-0.4,-21,0.0028,-6,3,2.6,1.9
CCc1c(C)n([O-])c2c([n+]1=O)CCC2,-13,nt,2.6,-3,-0.8,-7,-11,-0.1,-1.1
COc1ccc(S(=O)(=O)CCC(=O)NCCc2ccc(Cl)cc2)cc1,-23,nt,-0.1,-10,-1.3,3,-11,0.6,0.0
O=C1CC(=C(c2ccccc2)c2ccccc2)C(=O)N1CCCN1CCN(c2cccc(Cl)c2)CC1,-2,-18,0.6,0,-0.044,-4,12,1.2,-0.8
CC(=O)c1cnc2ncnn2c1C,1,nt,-0.4,4,2.1,-4,-9,nt,0.5
Cc1cccc(OCC(=O)N/N=C/c2sc(=O)n(Cc3cccc(C(=O)O)c3)c2Cl)c1,2,-14,2.4,-14,-0.86,0,21,0.3,2.9
Nc1nnc(CSCc2cccc(Br)c2)s1,-2,-6,1.3,-10,-0.2,-8,22,-0.4,0.7
